Compound activity from PubChem.
GALR2 blocker = GALR2 (human) receptor antagonism; GALR2-expressing cells, antagonist mode; 0.39% of 140,000 active; inhibition, % at 4 µM; O43603; AID 828; in the data active means inhibition above about 27%;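 further: cells stimulated with galanin 1-16 at roughly its EC80; 0% = agonist challenge control and 100% = basal control without agonist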
Target sequence (O43603 whole entry, looked up): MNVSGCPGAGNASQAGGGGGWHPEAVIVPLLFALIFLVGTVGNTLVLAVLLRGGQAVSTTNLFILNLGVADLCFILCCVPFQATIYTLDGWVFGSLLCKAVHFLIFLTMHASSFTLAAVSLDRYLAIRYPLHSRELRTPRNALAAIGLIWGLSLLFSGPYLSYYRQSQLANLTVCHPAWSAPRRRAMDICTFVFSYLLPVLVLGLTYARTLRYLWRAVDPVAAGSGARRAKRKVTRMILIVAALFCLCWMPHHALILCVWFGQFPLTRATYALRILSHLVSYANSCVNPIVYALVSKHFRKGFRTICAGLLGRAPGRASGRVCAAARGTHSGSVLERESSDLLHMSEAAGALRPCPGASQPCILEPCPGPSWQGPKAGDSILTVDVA
Phagocytosis inh = macrophage phagocytosis inhibition; 0.07% of 110,000 active; inhibition, % at 5 µM; AID 1029; J774A.1 macrophage IgG-bead phagocytosis, imaging;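 active means inhibition above the mean of the plate negative controls plus 5 SD, cut at about 13% in these data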;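 further: phagocytic index as fraction of beads internalized from green versus red external bead signal; plate controls were DMSO negative control for no effect and cytochalasin-D positive control for full effect; some results beyond the cut were filed as inactive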
MRP-1 activ = activators of MRP-1; H69AR cells + doxorubicin, viability rescue, CellTiter-Glo; viability increase, % at 10 µM; 0.61% of 140,000 active;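 active means viability gain under doxorubicin at or above a set limit, the compound median plus 3 SD, cut at about 4.7% in these data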;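 further: MRP-1 overexpressing cells given doxorubicin 25 µM after compound pretreatment; 18-22 h compound pretreatment then 72 h with doxorubicin before readout; 0% = doxorubicin-only wells and 100% = vehicle-treated cells without doxorubicin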
Measles CPE = protection of cells from measles virus | Measles virus-infected cells, CPE protection, absorbance | protection (pct of control), % at 4 µM | 1.5% of 140,000 active | AID 841; in the data active means protection mostly above about 24%, no sharp cut-off; inactive means mostly below about 26%; further: some compounds called inactive have numbers as strong as hits
HCT116 PTEN-null = suppresses growth of cells with PTEN deletion. 1.2% of 140,000 active. AID 827. viability, % at 10 µM. HCT116 PTEN-null viability, CellTiter-Glo, 60 h; active compounds read low;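 active means viability at or below a set limit, 4 SD under the median of all tested compounds, cut at about 3.7% in these data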;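 further: PTEN knockout HCT116 line with beta catenin targeted HCT116 as companion control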
E-sel TNF inh = blocks E-selectin expression induced by TNF alpha. HUVEC TNFa-induced E-selectin immunofluorescence, high content. inhibition, % at 2 µM. 0.71% of 120,000 active;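 active means inhibition above the batch mean plus 3 SD, and confirmed as a hit on visual image review, cut at about 43% in these data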;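 further: 0% = TNF-stimulated DMSO wells and 100% = unstimulated control wells; not every result past the cut was called active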
bCat KO growth = beta-catenin-lacking colon tumor cell growth suppression | HCT116 beta-catenin knockout viability, CellTiter-Glo, 60 h; active compounds read low | viability, % at 10 µM | 1.5% of 140,000 active | AID 818;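 active means viability at or under a set limit, the compound median less 4 SD, cut at about 6% in these data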;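 further: 0% = Hyamine 1622 control at 20 µM and 100% = untreated cell control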
NPY-Y2 antag = NPY-Y2 (human) receptor antagonism; P49146; NPY-Y2 expressing cells, antagonist mode; inhibition, % at 2.7 µM; 0.99% of 140,000 active; AID 793; in the data active means inhibition above about 17%;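 further: 0% = vehicle with agonist challenge and 100% = reference antagonist with challenge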
Target sequence (P49146 whole entry, looked up): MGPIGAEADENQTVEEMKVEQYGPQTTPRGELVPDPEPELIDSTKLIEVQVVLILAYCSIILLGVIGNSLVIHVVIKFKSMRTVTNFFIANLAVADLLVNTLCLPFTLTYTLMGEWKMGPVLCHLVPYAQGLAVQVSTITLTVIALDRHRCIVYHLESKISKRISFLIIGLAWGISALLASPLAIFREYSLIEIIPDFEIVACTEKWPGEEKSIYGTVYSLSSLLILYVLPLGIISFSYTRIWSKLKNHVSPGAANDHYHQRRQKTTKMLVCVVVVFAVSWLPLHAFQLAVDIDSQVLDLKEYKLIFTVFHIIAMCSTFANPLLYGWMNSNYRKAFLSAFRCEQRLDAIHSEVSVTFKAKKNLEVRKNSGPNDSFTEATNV
Yeast growth inh = reduces growth of yeast BB579 in restrictive medium. S. cerevisiae BB579 growth, OD615, 48 h. 0.51% of 140,000 active. inhibition, % at 10 µM;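 active means inhibition above a set limit, 3 SD over the mean compound inhibition, cut at about 44% in these data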; further: inactives centre near -24
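System: Saccharomyces cerevisiae DeaD strain BB579, replicative lifespan model yeast | Buffer or medium: Restrictive glucose-based CSMM-D medium | Times: 4 h preincubation and 48 h exposure at 30 °C | Detection: OD615 turbidity measurement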
Yeast life ext = extends the lifespan of yeast; S. cerevisiae growth with nicotinamide, OD615; deaD strain in restrictive glucose medium; inhibition of the nicotinamide effect, % at 10 µM; 0.68% of 130,000 active;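 active means inhibition above a set limit, placed 3 SD over the median of all compounds, cut at about 26% in these data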;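 further: 0% = nicotinamide-treated wells and 100% = cells grown without nicotinamide; some compounds called inactive have numbers as strong as hits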
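Material: Modified budding yeast, DeaD strain | Medium: Restrictive glucose medium | Probe or stimulus: 1.5 mM nicotinamide | Dosing: Single dose 10 µM compound, 0.25% DMSO | Times: 48 h at 30 °C | Technique: OD615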
Numbers without * were called inactive; · = not tested or not shown; & = joins results of further samples.

The line under a structure holds: GALR2 blocker	Phagocytosis inh	MRP-1 activ	Measles CPE	HCT116 PTEN-null	E-sel TNF inh	bCat KO growth	NPY-Y2 antag	Yeast growth inh	Yeast life ext
(1) Cc1ccnc(NC(=S)NC(=O)/C=C/c2ccccc2)c1
    -0.4	·	-0.2	5.1	97.9	-6.8	97.6	3.5	-39.4	-14.4
(2) CCOC(=O)c1c(NC(NC(C)=O)C(Cl)(Cl)Cl)sc(C(C)=O)c1C (stereo not given)
    -14.9	·	-5.3	2.2	91.4	-34.7	86.0	5.3	-8.1	-22.9
(3) Cc1ccc(-c2cc(C(=O)OCn3nnc4ccccc4c3=O)c3ccccc3n2)cc1
    22.0	-8.8	2.7	4.3	90.6	11.2	86.8	-0.9	-33.9	1.6
(4) O=C(CN1CCN(c2ccc(O)cc2)CC1)NC(c1ccccc1)c1ccccc1
    2.6	-3.8	-1.1	3.7	93.8	6.4	83.5	4.1	-48.8	0.6
(5) COc1cc(C(c2c(C)[nH][nH]c2=O)c2c(C)[nH][nH]c2=O)ccc1OS(=O)(=O)c1ccccc1
    4.4	1.7	1.1	3.9	110.5	·	96.7	0.2	-28.3	-3.6
(6) COCCN(CCOC)S(=O)(=O)c1ccc(C(=O)Nc2nnc(C3CC3)o2)cc1
    2.9	-1.2	-3.2	9.5	82.4	8.2	87.1	-0.4	-37.6	-11.2
(7) Cc1ccn2c(c1)nc(=S)n2C(=O)c1ccccc1
    -12.6	-0.8	-4.0	11.5	87.3	-2.5	82.1	0.1	1.4	-7.5
(8) COc1ccc(N2CCN(CC(=O)Nc3sccc3C#N)CC2)cc1
    -13.4	14.0	-2.9	7.4	94.0	·	76.8	-0.9	-22.4	-0.6
(9) Cc1c(/C=N/NC(=O)CNc2ccccc2)c2ccccn2c1C(=O)c1ccncc1
    -15.3	-8.7	-0.3	4.6	58.1	·	55.8	0.0	2.7	-5.8
(10) c1cc(-c2nnc(-c3ccncc3)o2)ccn1
    -2.4	0.3	-1.2	·	98.4	45.2	94.4	1.8	0.1	-12.4
(11) COc1cccc(/C=C/C(=O)OCC(=O)c2cc(C)n(CC3CCCO3)c2C)c1OC (stereo not given)
    7.6	-10.6	-0.3	19.0	97.3	0.4	95.1	8.8	-19.4	-1.0
(12) N#Cc1ccccc1NC(=O)CNc1ccc(Cl)c(C(F)(F)F)c1
    -5.9	-10.2	-4.7	14.3	66.0	·	66.7	-0.6	-33.3	-6.6
(13) CCOc1ccc(NC2C=CS(=O)(=O)C2)cc1 (stereo not given)
    2.7	·	-4.7	3.6	65.9	20.8	62.9	3.7	-13.1	·
(14) COc1ccc(C=NCCC2(O)CC(C)N(C)CC2C)cc1 (stereo not given)
    0.7	·	-0.6	10.7	92.9	-0.1	89.6	2.0	-26.9	-5.6
(15) CC(CCc1ccccc1)NC(=O)C1CCCN(c2nnc(-n3cccc3)s2)C1 (stereo not given)
    6.0	·	-2.9	35.1*	85.5	·	85.0	4.6	-22.8	1.8
(16) COc1ccc(S(=O)(=O)Cc2ccc(C(=O)NCCc3ccc(S(N)(=O)=O)cc3)o2)cc1
    2.0	-0.3	-1.9	4.7	90.6	·	100.8	0.8	-5.0	-2.5
(17) COc1ccc(/C=N/Nc2cc(C)nc(NS(=O)(=O)c3ccc(C)cc3)n2)cc1
    5.0	-4.1	-3.5	19.8	7.0	-21.0	13.8	0.6	-17.5	1.5
(18) O=C(NCC1CCCO1)c1ccc(COc2ccccc2Br)cc1 (stereo not given)
    -15.1	-0.4	-2.5	4.3	77.3	10.5	94.3	2.0	-39.0	-3.7
(19) CCOC(=O)CSC1=N/C(=C\c2cccnc2)C(=O)N1c1ccc(OC)cc1
    6.9	-2.9	0.2	20.1	96.7	·	102.6	2.4	-29.3	4.0
(20) CC(C)(C)NC(=O)NC(=O)CSc1nnc2ccccn12
    3.9	-2.7	-2.3	8.9	98.3	8.8	91.9	0.1	2.9	-19.4
(21) Cc1cc2ncn(C(=O)N3CCC(C)CC3)c2cc1C
    -2.8	·	-2.0	11.4	0.7*	-5.3	0.6*	2.4	-12.5	·
(22) Cn1cc(C(=O)N/N=C/C(Br)=C/c2ccccc2)ccc1=O
    9.5	-2.0	-4.4	11.5	3.3*	21.2	3.6*	-1.5	2.5	4.6
(23) N#Cc1cc(Sc2ccccn2)c(Sc2ccccn2)cc1C#N
    -4.0	-0.3	-1.7	12.7	80.0	·	80.2	1.7	-12.6	13.0
(24) Cc1ccccc1NC1=NC(=S)N(c2ccccc2)C12CCOC(C)(C)C2 (stereo not given)
    0.8	·	-3.6	5.2	56.5	2.8	28.4	-2.3	-33.6	-2.2
(25) Cc1cccc(NC(=S)N(Cc2cccs2)Cc2cc3cc(C)cc(C)c3[nH]c2=O)c1
    12.6	-4.7	-2.9	4.8	68.0	-31.9	62.7	-1.1	-38.3	1.3
(26) Cc1ccccc1CSCCNC(=O)c1ccc(N(C)S(=O)(=O)c2ccccc2)cc1
    3.8	2.6	-2.9	2.1	49.6	10.3	51.9	13.7	-45.8	2.0
(27) N#Cc1ccccc1NC(=O)COC(=O)CSc1nc2ccccc2o1
    -4.2	0.6	-0.1	2.1	95.3	·	89.4	15.7	-5.5	-6.8
(28) Cc1ccc(S(=O)(=O)/N=C2/C=C(C3C(=O)CC(C)(C)CC3=O)C(=O)c3ccccc32)cc1
    4.1	-0.8	-5.2	4.9	68.4	3.1	77.6	0.4	-42.8	-6.3
(29) COc1ccc(NC(=O)c2ccco2)c([N+](=O)[O-])c1
    0.6	-8.8	-2.0	19.1	87.8	-1.9	88.0	3.0	-1.1	0.3
(30) Cc1cc(C)n2nc(-c3cnn(C)c3C(F)(F)F)c(Cl)c2n1
    -0.4	·	0.3	2.9	106.6	28.1	104.5	5.8	-19.9	-27.9

Entries above containing an NH in an aromatic ring (2):
The line under a structure holds: GALR2 blocker	Phagocytosis inh	MRP-1 activ	Measles CPE	HCT116 PTEN-null	E-sel TNF inh	bCat KO growth	NPY-Y2 antag	Yeast growth inh	Yeast life ext
(5) COc1cc(C(c2c(C)[nH][nH]c2=O)c2c(C)[nH][nH]c2=O)ccc1OS(=O)(=O)c1ccccc1
    4.4	1.7	1.1	3.9	110.5	·	96.7	0.2	-28.3	-3.6
(25) Cc1cccc(NC(=S)N(Cc2cccs2)Cc2cc3cc(C)cc(C)c3[nH]c2=O)c1
    12.6	-4.7	-2.9	4.8	68.0	-31.9	62.7	-1.1	-38.3	1.3

Arranged by value in E-sel TNF inh (falling): 3 from the list above
item	smiles	E-sel TNF inh
20	CC(C)(C)NC(=O)NC(=O)CSc1nnc2ccccn12	8.8
28	Cc1ccc(S(=O)(=O)/N=C2/C=C(C3C(=O)CC(C)(C)CC3=O)C(=O)c3ccccc32)cc1	3.1
29	COc1ccc(NC(=O)c2ccco2)c([N+](=O)[O-])c1	-1.9

Further results
(31) CC(C)(C)NC(=O)Cn1c(=O)oc2cc(S(=O)(=O)N3CCc4ccccc43)ccc21
(32) Cn1c(-c2ccc(F)cc2)cnc1SCC(=O)N1CCCCC1
(33) COP(=O)(OC)c1nc(-c2ccccc2)oc1NCc1ccccc1
(34) CCN1CCN(c2nc(N)c([N+](=O)[O-])c(Nc3ccc(C)c(C)c3)n2)CC1
(35) O=C(CSc1nnc(-c2ccncc2)n1Cc1ccco1)c1ccc(Cl)cc1
(36) CSC1=NCCN1C(=O)c1c(-c2ccccc2Cl)noc1C

Compound | 31 | 32 | 33 | 34 | 35 | 36
GALR2 blocker | 0.8 | -2.1 | 3.6 | 2.1 | -1.7 | -6.9
Phagocytosis inh | -0.1 | 1.4 | -3.3 | -2.7 | 0.2 | -0.2
MRP-1 activ | -1.0 | -0.5 | -2.2 | -2.4 | -1.3 | -0.7
Measles CPE | 7.6 | 12.7 | 35.2 | 1.2 | 14.7 | 1.2
HCT116 PTEN-null | 77.7 | 93.6 | 91.0 | 81.7 | 83.5 | 86.7
E-sel TNF inh | · | 2.9 | · | 8.3 | 44.1 | 20.5
bCat KO growth | 89.5 | 85.9 | 90.0 | 83.4 | 84.2 | 90.9
NPY-Y2 antag | -0.4 | -0.7 | -0.4 | 5.5 | 2.7 | 3.5
Yeast growth inh | -11.3 | -25.3 | -14.9 | -20.3 | -53.7 | -29.4
Yeast life ext | -0.1 | -5.6 | -3.5 | -4.5 | -4.6 | 1.3

(37) CN1CCN(c2nc3ccccc3nc2C(C#N)C(=O)OC2CCCCC2)CC1 (stereo not given)
(38) COCCNC(=O)Cn1cc2c(n1)CCC(C)C2 (stereo not given)
(39) COc1ccc(Br)cc1CNC(=O)C1CCN(S(=O)(=O)N2CCCCC2)CC1
(40) O=C(Nc1ccc(O)cc1)C1CCCO1 (stereo not given)
(41) CCOc1cc(/C=N/NC(=O)Cn2nc([N+](=O)[O-])cc2C)cc(Br)c1OCc1ccccc1F
(42) O=C(COc1ccc(Cl)cc1)N(Cc1ccccc1)c1nc(-c2ccccc2)cs1
(43) O=C(Cc1ccccc1)N/N=C/c1cccs1
(44) O=C(CSc1nnc(-c2ccc(Cl)cc2)n1Cc1ccco1)c1cccs1

Compound | 37 | 38 | 39 | 40 | 41 | 42 | 43 | 44
GALR2 blocker | 3.6 | · | 6.8 | 1.5 | 8.1 | -3.7 | -9.4 | 6.6
Phagocytosis inh | · | -0.3 | · | 0.2 | 0.0 | 0.1 | -0.1 | -0.7
MRP-1 activ | -4.7 | -0.4 | -3.3 | 27.8* | -3.9 | 0.2 | -0.7 | -1.5
Measles CPE | 21.4 | 13.1 | 20.8 | 15.3 | 2.3 | · | 2.5 | 22.2
HCT116 PTEN-null | 50.4 | 102.0 | 83.8 | 108.7&104.4 | 13.1 | 98.7 | 90.3 | 77.3
E-sel TNF inh | 23.1 | · | · | -0.4 | 6.0 | 30.8 | -44.5 | ·
bCat KO growth | 51.9 | 97.0 | 84.2 | 104.3 | 18.9 | 88.5 | 101.6 | 87.7
NPY-Y2 antag | 4.8 | · | -1.2 | 3.7 | 1.9 | 0.3 | 4.5 | 6.0
Yeast growth inh | -1.7 | -1.5 | -34.6 | -10.4 | -38.8 | -54.2 | 20.6 | -40.1
Yeast life ext | -1.7 | -10.6 | -1.9 | 52.5* | -7.7 | -1.6 | -24.4 | 2.8
